KinaseGlo FLuc: Counterscreen for Luciferase (Kinase-Glo TM) Inhibition; AID 1379, 2008; actives 0.28% (n = 200,000); Luciferin 4-monooxygenase (Photuris pensylvanica), Q27757; Kinase-Glo luciferase, ATP luminescence, 8 min; Potency, µM (titrated, usually from 38.3 µM), inactives show at the top dose activity change, negative = inhibition, hits mostly inhibitors; note: potency is the fitted concentration of half-maximal effect; % is set by controls: 0 for no effect and ±100 for the full control effect; nearly all actives have a fitted effect of over 60% in size
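Inhibition of Kinase-Glo luciferase light generation was assessed at 10 uM ATP in pH 7.2 imidazole buffer, with luminescence measured after eight minutes at ambient temperature.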
IMPase Li cell: qHTS Assay for Identifying the Cell-Membrane Permeable IMPase Inhibitors: Potentiation with Lithium; actives 0.35% (n = 210,000); Potency, µM (top dose mostly 59.4 µM), without a hit: at the highest dose activity, negative = IMPase inhibition, hits mostly inhibitors; CHO-M1 cells, IP1 TR-FRET (IP-One), carbachol + lithium;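 note: IP1 builds up when IMPase is blocked and the TR-FRET signal falls; potency is the fitted concentration of half-maximal effect; plate controls were basal vehicle for no effect and high inhibitor control for full effect; nearly all actives have a fitted effect of over 50% in size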
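CHO cells stably expressing M1 receptor (2000/well, cultured 16–30 h) treated 30 min at 37C with compound plus low lithium. Cytosolic IP1 by TR-FRET (665/620 ratio and 620 channel) after 10 min lysis; AC50 by Hill fit.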
HTT cytoprotect: qHTS Multiplex Assay to Identify Dual Action Probes in a Cell Model of Huntington: Cytoprotection (ATP); PC12 HTT-Q103 induced, cytoprotection, ATP luminescence, 40 h; Potency, µM (top dose mostly 56.4 µM), inactives show cytoprotection (ATP increase), most hits filed as activators; actives 0.14% (n = 230,000); AID 1471, 2008;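 note: potency is the fitted concentration of half-maximal effect; % of control where 0% means no effect; nearly all actives have a fitted effect of over 45% in size; toxic huntingtin expression switched on by the ecdysone agonist tebufenozide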
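PC12 cells stably carrying ecdysone-inducible Htt exon 1 (Q103)–GFP were induced with 100 nM tebufenozide (final) alongside library compounds in a dose series. Cytoprotection was scored as retained ATP by ATPlite luminescence.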
CBFb RUNX1 block: qHTS Assay for Compounds Blocking the Interaction Between CBF-beta and RUNX1 for the Treatment of Acute Myeloid Leukemia; Runt-related transcription factor 1 (Homo sapiens) + Core-binding factor subunit beta …; AlphaScreen CBFb-His/RUNX1-biotin binding, biochemical; Potency, µM (series often up to 59.8 µM), for inactives: at the highest dose activity, negative = inhibition, actives largely listed as inhibitors; 230,000 tested, under 10 active; AID 1477, 2009; note: % of control where 0% means no effect
Target sequence (Q01196 whole entry, looked up): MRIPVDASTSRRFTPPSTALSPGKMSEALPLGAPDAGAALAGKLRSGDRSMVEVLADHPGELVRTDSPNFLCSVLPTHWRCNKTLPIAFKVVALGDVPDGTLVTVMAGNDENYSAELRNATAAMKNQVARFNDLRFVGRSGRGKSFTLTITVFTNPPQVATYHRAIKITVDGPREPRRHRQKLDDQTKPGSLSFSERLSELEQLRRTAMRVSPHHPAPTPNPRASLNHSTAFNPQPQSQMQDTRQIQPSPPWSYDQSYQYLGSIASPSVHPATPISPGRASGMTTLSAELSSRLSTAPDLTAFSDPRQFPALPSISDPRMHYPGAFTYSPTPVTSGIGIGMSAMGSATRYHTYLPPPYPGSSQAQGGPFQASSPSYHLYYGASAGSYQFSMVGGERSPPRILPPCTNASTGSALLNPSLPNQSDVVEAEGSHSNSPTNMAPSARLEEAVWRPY
Target sequence (Q13951 whole entry, looked up): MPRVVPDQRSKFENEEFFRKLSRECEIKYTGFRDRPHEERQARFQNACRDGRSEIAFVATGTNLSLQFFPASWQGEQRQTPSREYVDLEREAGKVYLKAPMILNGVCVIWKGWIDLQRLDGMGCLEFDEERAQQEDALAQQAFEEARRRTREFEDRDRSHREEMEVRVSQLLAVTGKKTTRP
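Room-temperature protein-protein interaction test with 30 nM each of His-tagged CBF-beta and biotinylated RUNX1, 15 min with compound, then 90 min with nickel plus streptavidin beads. Signal read in AlphaScreen mode.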
LMNA splice mod: qHTS Assay for Modulators of Lamin A Splicing; HeLa LMNA splicing GFP/RFP minigene ratio, 48 h; Potency, µM (top dose mostly 46.1 µM), for the others: top-dose ratio change, negative = inhibition, most hits filed as inhibitors; actives 0.01% (n = 200,000); AID 1487, 2009; active = well fitted inhibition curve with a large enough effect in the signal ratio, with a control signal flat, not every such curve was filed as active; inconclusive = small, poorly fitted or top-dose-only effect, or effect the other way, or a change in a side signal; the % refers to the signal ratio; note: potency is the fitted concentration of half-maximal effect; % is set by controls: 0 for no effect and ±100 for the full control effect
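Read-out is the ratio of GFP to DsRed2 object intensity, acquired by 488 nm laser-scanning cytometry on HeLa lamin A-EGFP minigene reporter cells. Compound incubation 48 hrs at 37 °C in Opti-MEM with 2% FBS; DMSO 0.5% final.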
HTT aggregate: qHTS Multiplex Assay to Identify Dual Action Probes in a Cell Model of Huntington: Aggregate Formation (GFP) | actives 1.1% (n = 220,000) | PC12 HttQ103-GFP aggregates, Acumen cytometry, 40 h | Potency, µM (top dose mostly 46.1 µM), for the others: at the top dose activity change, negative = inhibition, actives largely listed as inhibitors; note: potency is the fitted concentration of half-maximal effect; % is set by controls: 0 for no effect and ±100 for the full control effect; nearly all actives have a fitted effect of over 60% in size
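Aggregate formation scored by laser-scanning cytometer (488 excitation, 500–530 emission) in lysed PC12 cells expressing Q103-GFP after 100 nM tebufenozide induction; library tested in dose series, with ATPLite reagent added in the multiplex.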
SMN2 splice up: qHTS Assay for Enhancers of SMN2 Splice Variant Expression; HEK293 SMN2-luciferase splicing reporter, luminescence, 30-36 h; actives 2.8% (n = 210,000); Potency, µM (top dose mostly 46.1 µM), without a hit: at the top dose activity change, positive = activation, usual class: activators; note: potency is the fitted concentration of half-maximal effect; % of control where 0% means no effect; nearly all actives have a fitted effect of over 55% in size
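qHTS luciferase splicing reporter: luminescence rises when SMN2 exon 7 is included in transfected HEK293 cells. Compound exposure lasted 30-36 h at 37C, with 4.5 mM final sodium butyrate as control, followed by a ONE-Glo read.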
* = called active by the depositor; ? = inconclusive; nt = no result given; & = joins results of further samples; [ ] = another dose, or the depositor's remark. Unless noted, calls come from the whole dose curve; as a rule, active = well fitted curve in the direction sought with a large enough effect; inconclusive = small, poorly fitted or top-dose-only effect, or another doubt; inactive = no such curve, though single readings can be large; an effect the other way counts as inactive or inconclusive.

SMILES	KinaseGlo FLuc	IMPase Li cell	HTT cytoprotect	CBFb RUNX1 block	LMNA splice mod	HTT aggregate	SMN2 splice up
O=C(CN1C2=NCCN2c2ccccc21)N1CCOCC1	0%	-12%[38.3 µM]	-5%	-2%	1%	-9%	5%
COc1ccc(OC)c(Cc2nnc(CCC(=O)N3CCCCC3)o2)c1	1%	8%	nt	3%	17%[46 µM]	nt	23%
CCN(c1ccccc1)S(=O)(=O)c1cc(C(=O)Nc2cccc(Cl)c2)ccc1F	0%	18%	-18%[10 µM]	-2%	?	-2%	-58%[inhibitor]
COc1cc(NC(=O)c2ccccc2F)c(OC)cc1NC(=O)CN1CCOCC1	1%	2%	-3%[10 µM]	-3%	-22%[46 µM]	-8%[9.22 µM]	-19%
CC(C)CNS(=O)(=O)c1ccccc1C(=O)N1CCCCC1	0%	-2%[38.3 µM]	-15%	9%	-4%	2%	5%
Cc1cc(N/N=C/c2ccccc2F)nc(NCc2ccccc2)n1	nt	nt	23%[10 µM]	-2%	nt	4%[9.22 µM]	nt
COc1ccc(NS(=O)(=O)c2cccc(C(=O)N/N=C/c3ccccn3)c2)cc1	6%	7%	-12%	-29%	-16%[46 µM]	-25%	?
Nc1[nH]n2c(=O)c3c(nc2c1N=Nc1ccc(Cl)cc1)CCCC3	-3%	6%[38.3 µM]	-14%	1%	-25%	7%	-56%[inhibitor]
Cc1ccc(NC(=O)CN(C)C(=O)CSc2n[nH]c(N)n2)cc1	3%	-4%[38.3 µM]	5%	5%	-1%	3%	3%
CCOC(=O)CSc1nc2sc3c(c2c(=O)[nH]1)CC(C)(CC)OC3 (stereo not given)	-1%	-6%[38.3 µM]	-16%	-1%	0%	18%	-11%
COc1ccc2cc(/C=N/NC(=O)CN(c3ccccc3C)S(=O)(=O)c3ccccc3)c(Cl)nc2c1	-12%	?	8%[10 µM]	1%	-17%	-8%	-17%[1.84 µM]
Cc1ccc(S(=O)(=O)NC(C)C(=O)Nc2cccc([N+](=O)[O-])c2)cc1 (stereo not given)	-2%	-1%	nt	18%	-24%[46 µM]	0%	-8%
O=S(=O)(NC1CC1)c1ccc(S(=O)(=O)N2CCCc3ccccc32)cc1	-4%	0%[38.3 µM]	23%[10 µM]	1%	?	11µM*	-59%[inhibitor]
Cc1ccc(C(=O)O)cc1N=Cc1cc(Br)cc(Br)c1O	4%	-29%	13%[10 µM]	-3%	-10%	-9%	5%
CN1CCN(S(=O)(=O)c2ccc(N(C)CC(=O)Nc3ccc(F)cc3)nc2)CC1	nt	nt	-16%[10 µM]	4%	0%	-11%	nt
O=C(CN1CCN(S(=O)(=O)c2ccccc2)CC1)Nc1ccccc1C(=O)c1ccccc1	3%	16%	26%[10 µM]	1%	2%	0%	-7%
CCN(CC)CCCNC(CC(=O)Nc1cccc([N+](=O)[O-])c1)C(=O)O (stereo not given)	0%	3%	?	3%	4%	?	4%
COc1cc(C2C(C(=O)c3ccc(C)o3)=C(O)C(=O)N2c2cc(C)on2)cc(OC)c1OC (stereo not given)	-2%	-6%[38.3 µM]	-6%	4%	0%	7%	-3%
O=C(CSC1=NCCN1)NC(c1ccccc1)c1ccccc1	5%	14%	-17%	0%	?	-8%	5%
Cc1cc(N2CCOCC2)nc2ccc(NC(=O)CCC(=O)N3CCCCC3)cc12	0%	6%[38.3 µM]	-15%	2%	0%	16%	8.9µM*

Look-ups from the entries so far:
`CN1CCN(S(=O)(=O)c2ccc(N(C)CC(=O)Nc3ccc(F)cc3)nc2)CC1` in HTT aggregate is entered as -11%
`O=C(CSC1=NCCN1)NC(c1ccccc1)c1ccccc1` in KinaseGlo FLuc is entered as 5%

With a hit mark in HTT aggregate, of those listed so far:
mol,IMPase Li cell,CBFb RUNX1 block,LMNA splice mod,HTT aggregate,SMN2 splice up
O=S(=O)(NC1CC1)c1ccc(S(=O)(=O)N2CCCc3ccccc32)cc1,0%[38.3 µM],1%,?,11µM*,-59%[inhibitor]

New compounds follow.
SMILES	KinaseGlo FLuc	IMPase Li cell	HTT cytoprotect	CBFb RUNX1 block	LMNA splice mod	HTT aggregate	SMN2 splice up
COc1ccc(-n2c(CNc3ccc(C)cc3)nnc2SCC(=O)Nc2nc(-c3ccccc3)cs2)cc1	0%	2%[38.3 µM]	-20%	-1%	-1%	7%	26%
Cc1ccc(N2C(=O)c3cccc4cccc(c34)C2=O)cc1	0%	-3%	5%[10 µM]	1%	nt	-9%[9.22 µM]	nt
Cc1ccc(C2(O)C(=O)c3ccccc3C2=O)c(O)c1C	nt	nt	12%[10 µM]	-8%	nt	-14%[9.22 µM]	nt
O=C(Nc1cccnc1)c1ccc(S(=O)(=O)c2ccccc2)cc1	2%	4%	48%	2%	20%[46 µM]	2%	-2%
COc1ccc(-n2c3c(cc(C(=O)NC4CCSC4=O)c2=O)C(=O)CC(C)(C)C3)cc1 (stereo not given)	-9%	-2%[38.3 µM]	-7%[10 µM]	-1%	-4%	-8%	4%
Cc1cc(NC(=O)c2cccc(C(=O)Nc3cc(C)on3)n2)no1	0%	7%[38.3 µM]	-1%	1%	2%	-28%	14%
CCCN1C(=O)/C(=N\OCC(=O)NC23CC4CC(CC(C4)C2)C3)c2ccccc21	-1%	1%	-7%[10 µM]	-4%	3%	?	-13%
CCOC(=O)C1(C(C)C)Oc2ccccc2C(c2ccc(OC)cc2)=C1C(=O)OC (stereo not given)	1%[39.9 µM]	16%	nt	?	nt	nt	nt
O=C(N/N=C/c1cccs1)c1cccc2cc[nH]c12	0%	-14%[38.3 µM]	1%	4%	8%	16%	-18%
Cc1ccccc1N1C(=O)C(Cl)=C(N2CCN(c3ccccc3)CC2)C1=O	3%	8%[38.3 µM]	-3%	-25%	7%	-4%	-15%
Cc1csc(NC(=O)C2CCN(S(=O)(=O)c3ccccc3F)CC2)n1	3%	10%	nt	6%	nt	4%	-49%[inhibitor]
COc1ccc(/C=N/NC(=O)c2cccc(Br)c2)cc1CN1CCOCC1	nt	nt	24%[10 µM]	11%	nt	2%[9.22 µM]	nt
CCS(=O)(=O)N1CCN(c2ccc(S(=O)(=O)N3CCOCC3)cc2)CC1	0%	3%	-32%[inhibitor]	7%	nt	-8%	-29%
CN1CCN2c3ccccc3Cc3ccccc3C2C1 (stereo not given)	0%&-1%&-8%	25%&17%&38%&12%	-190%[inhibitor]	4%&8%&-5%	?	?	-22%&-12%&-4%&-94%
Cc1nc(NCc2cccnc2)c2c3c(sc2n1)CCCC3	-9%	12%	7%[10 µM]	-9%	?	11%[9.22 µM]	nt
COc1ccc(C2/C=C\CN(CC(C)C)CC(=O)N2Cc2ccc(F)cc2)cc1 (stereo not given)	nt	nt	-5%[10 µM]	16%&7%	nt	1%[9.22 µM]	nt
Cc1nc2ccsc2c(=O)n1-c1ccc(Cl)cc1	0%	3%	nt	4%	-3%	10%	-3%
CC/C(=N\NC(=O)c1ccc(-c2ccccc2)cc1)C12CC3CC(CC(C3)C1)C2	17%	1%[38.3 µM]	6%	-3%	2%	-12%	-12%
CCOc1cc(/C=N/N2C(=O)NC3(CCCCC3)C2=O)cc(Br)c1O	1%	7%	-48%[inhibitor]	-6%	-1%[46 µM]	4%	10%
COc1ccc(O)c(/C=N/NC(=O)c2ccc(CSc3nc(C)cc(C)n3)cc2)c1	0%	5%	-10%[10 µM]	?	?	5.6µM*	-110%[inhibitor]
Cc1[nH]c2ccccc2c1C(=O)COC(=O)Cn1c(C)nc2ccccc21	1%	-26%	-3%[10 µM]	-1%	?	4%	-31%[inhibitor]
CCc1cc(SC#N)cc(C)c1NC(=O)CCl	-2%	22%	-4%[10 µM]	-1%	?	-12%	-51%[inhibitor]
CCOc1ccc(NC(=O)CC2C(=O)N(c3cccc(OC)c3)C(=O)N2CCOC)cc1 (stereo not given)	nt	nt	8%[10 µM]	7%	nt	10%[9.22 µM]	nt
O=C1N(c2cccc(Cl)c2)C(c2ccccc2)N2CCCN12 (stereo not given)	3%	-6%	0%[10 µM]	-8%	-17%	-5%	12%
O=C(CN(Cc1ccc(F)cc1)C(=O)C1CSC(=O)C1)NC1CCCCC1 (stereo not given)	5%	-12%[38.3 µM]	-4%	5%	2%	9%	13%
CCN(CC)C(=O)c1ccc(S(=O)(=O)NCc2cccnc2)cc1	-4%	1%[38.3 µM]	22%[10 µM]	-1%	?	11µM*	-37%[inhibitor]
CCOC(=O)N1CCN(C(=O)c2ccc(OC)c(OC)c2)CC1	6%	-9%[38.3 µM]	3%	1%	-3%	0%	3%
CC(C)(C)C(=O)NC(=S)NNC(=O)C(c1ccccc1)c1ccccc1	0%	11%	-22%	-8%	nt	?	-73%[inhibitor]
Cc1ccc(C2CC(c3ccco3)=NN2S(C)(=O)=O)cc1 (stereo not given)	-1%	-1%	nt	-2%	5%	10%	18%
CCOC(=O)Cc1csc(SCc2nc3sc4c(c3c(=O)[nH]2)CCC4)n1	-3%	22%[38.3 µM]	13%	-3%	8%	?	-22%
Cc1nc(N2CCOCC2)sc1C=O	-3%	-1%	8%[10 µM]	1%	-8%[46 µM]	2%[9.22 µM]	nt
CCOC(=O)Nc1sc2c(c1C#N)CCCC2	-3%	-2%[38.3 µM]	-5%	1%	8%	-5%	30%
COC(=O)N1CCC2(CC1)CCN(c1ncccn1)CC2	0%	-1%	?	nt	nt	nt	-16%
CN(C)c1cccc(N(C)C)c1CNC(=O)C(C)(C)C	nt	nt	9%[10 µM]	2%	nt	9%[9.22 µM]	nt
CC(C)C(NC(=O)c1ccccc1)C(=O)N/N=C\c1ccco1 (stereo not given)	-5%	-3%	nt	6%	-6%	-5%	4%
COc1cc(OC)cc(C(=O)N2CCC(N3CCCCCC3)CC2)c1	2%	2%	-12%[10 µM]	4%	9%	-20%	14%
C[C@@H](C(=O)OCn1nnc2ccccc2c1=O)N1C(=O)C2CCCCC2C1=O (stereo not given in full)	0%	4%	-20%	1%	16%[46 µM]	14%	-14%

Assay outcomes: PubChem, National Center for Advancing Translational Sciences (NCATS)
